Compound activity as filed in PubChem BioAssay.
NR2F2 inh: NR2F2 (human) inhibition, primary screen; inhibition, % at 8.6 µM; HEK293T NGFI-A luciferase reporter, luminescence; 0.7% of 370,000 active; AID 686940; P24468;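 active = inhibition above a per-plate cutoff, mean inhibition of test wells between control levels plus 3 SD, cut at about 38% in these data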;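 note: cells cotransfected with COUP-TFII expression vector driving the NGFI-A reporter; 0% = median of COUP-TF2 test wells and 100% = reporter-only cells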
CF NFkB inh: blocks PAF-induced NF-kB reporter in cystic fibrosis cells; KKLEB NF-kB-GFP reporter, GFP fluorescence overnight; inhibition, % at 5 µM; 0.86% of 360,000 active; AID 588850;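 active = at least 50% inhibition at 5 µM, scaled per plate between neutral and stimulator controls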;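 note: PAF is a Pseudomonas aeruginosa culture filtrate used as stimulus; plate controls were PAF-stimulated DMSO wells for no effect and unstimulated DMSO wells for full effect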
KKLEB tox: reduces viability of KKLEB cystic fibrosis airway cells | KKLEB CF airway cells viability, ATPlite luminescence, overnight; hits give low values; cells stimulated with P. aeruginosa culture filtrate | activity change (cytotoxicity), % at 5 µM | 0.36% of 360,000 active | AID 602141;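 active = corrected activity change at or below -50% at 5 µM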
LRH-1 inv ag: inverse agonists of human LRH-1 (NR5A2). O00482. HEK293T StAR-luciferase reporter, LRH-1 transfected, 24 h. inhibition, % at 3.6 µM. 0.13% of 360,000 active. AID 602396;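 active = inhibition above the mean inhibition of all tested compounds plus 3 SD, cut at about 73% in these data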;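 note: 0% = DMSO wells and 100% = reporter-only cells lacking LRH-1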
TWEAK-Fn14 inh: TWEAK-Fn14 signaling inhibition | TWEAK-stimulated Fn14 reporter cells, luciferase luminescence, 8 h | inhibition, % at 10 µM | 2% of 360,000 active | AID 1159606; in the data active = inhibition above about 50%
NCOA1 inh: human NCOA1 inhibition; AID 588354; 0.12% of 360,000 active; Q15788; inhibition, % at 3.6 µM; HEK293 GAL4-SRC1 luciferase reporter, luminescence;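 active = inhibition above the campaign mean plus 3 SD, with each screening campaign given its own cutoff, cut at about 60% in these data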;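 note: 0% = DMSO treated cells and 100% = gossypol at 36 µM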
SRC3 inh: inhibitors of human steroid receptor coactivator 3 (SRC3); 0.17% of 360,000 active; inhibition, % at 3.6 µM; AID 588352; HEK293 GAL4-SRC3 luciferase reporter, luminescence; Q9Y6Q9;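 active = inhibition above a per-campaign cutoff, the mean of all compounds plus 3 SD, cut at about 60% in these data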;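 note: 0% = DMSO-treated cells and 100% = gossypol-treated cells at 36 µM; higher means less SRC3-driven luciferase light from the GAL4 reporter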
Target sequence (Q9Y6Q9 whole entry, looked up, the tested form may be a part): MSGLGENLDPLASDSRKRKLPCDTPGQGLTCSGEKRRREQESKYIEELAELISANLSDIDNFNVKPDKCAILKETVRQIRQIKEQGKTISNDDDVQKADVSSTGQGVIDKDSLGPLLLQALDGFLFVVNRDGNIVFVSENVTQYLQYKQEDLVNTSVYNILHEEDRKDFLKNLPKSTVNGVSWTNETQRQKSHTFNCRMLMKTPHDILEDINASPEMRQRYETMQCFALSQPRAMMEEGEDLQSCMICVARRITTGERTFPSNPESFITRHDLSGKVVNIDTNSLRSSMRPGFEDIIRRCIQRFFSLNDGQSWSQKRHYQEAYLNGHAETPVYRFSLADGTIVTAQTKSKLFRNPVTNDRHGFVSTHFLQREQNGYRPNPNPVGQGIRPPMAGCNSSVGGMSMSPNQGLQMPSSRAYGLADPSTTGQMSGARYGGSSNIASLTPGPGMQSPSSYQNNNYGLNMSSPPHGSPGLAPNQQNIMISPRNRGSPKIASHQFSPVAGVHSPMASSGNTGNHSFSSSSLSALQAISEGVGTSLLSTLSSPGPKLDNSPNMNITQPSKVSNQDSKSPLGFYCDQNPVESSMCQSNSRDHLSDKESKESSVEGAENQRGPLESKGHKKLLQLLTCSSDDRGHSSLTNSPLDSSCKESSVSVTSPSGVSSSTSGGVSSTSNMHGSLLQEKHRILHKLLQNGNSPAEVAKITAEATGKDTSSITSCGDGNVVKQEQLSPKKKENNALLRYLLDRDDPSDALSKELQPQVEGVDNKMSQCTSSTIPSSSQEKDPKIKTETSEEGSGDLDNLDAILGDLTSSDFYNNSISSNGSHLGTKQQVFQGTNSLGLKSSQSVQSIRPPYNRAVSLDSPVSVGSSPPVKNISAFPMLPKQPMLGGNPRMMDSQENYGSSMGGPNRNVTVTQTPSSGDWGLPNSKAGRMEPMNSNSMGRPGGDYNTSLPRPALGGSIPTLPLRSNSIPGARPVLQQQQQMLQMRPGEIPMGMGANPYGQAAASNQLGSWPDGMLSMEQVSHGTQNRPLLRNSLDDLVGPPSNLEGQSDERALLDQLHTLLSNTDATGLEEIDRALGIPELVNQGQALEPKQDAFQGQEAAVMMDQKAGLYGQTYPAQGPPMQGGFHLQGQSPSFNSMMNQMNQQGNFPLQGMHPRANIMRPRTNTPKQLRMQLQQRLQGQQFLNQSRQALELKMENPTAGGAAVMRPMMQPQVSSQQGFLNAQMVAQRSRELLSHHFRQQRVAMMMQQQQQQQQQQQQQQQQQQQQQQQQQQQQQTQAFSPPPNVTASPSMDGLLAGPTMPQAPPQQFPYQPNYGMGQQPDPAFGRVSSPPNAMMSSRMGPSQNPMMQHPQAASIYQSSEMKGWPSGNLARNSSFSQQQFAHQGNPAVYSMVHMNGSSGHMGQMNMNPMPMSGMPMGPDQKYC
Shn3 inh set2: Schnurri-3 reporter inhibition in Clone20 osteoblasts. Clone20 osteoblast Shn3 3'UTR firefly luciferase, 24 h. inhibition, % at 12.5 µM. 0.52% of 360,000 active. AID 588674;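 active = mean inhibition of at least 75% with every replicate also reaching 75%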;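 note: 0% = median of neutral control wells and 100% = pilot-screen positive control compound; some compounds past the cut are filed as inactive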
LMP1 NFkB inh: Epstein-Barr LMP1 NF-kappaB reporter inhibition; 0.69% of 350,000 active; LMP1-induced NF-kappaB luciferase reporter cells, luminescence; inhibition, % at 12.5 µM; in the data active = inhibition above about 41%;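 note: 0% = neutral control wells and 100% = reference inhibitor control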
TROY NFkB inh: inhibitors of TROY-dependent NF-kB signaling; Q293 LMP1-TROYcd NF-kB luciferase reporter, 4 h; inhibition, % at 10 µM; 0.98% of 360,000 active;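 active = compounds whose plate-normalised and pattern-corrected inhibition of the luciferase reporter signal at the single screening dose is 50% or more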
C8 TRAIL sens: sensitizes caspase-8 expressing cells to TRAIL; NB7+C8 cells + TRAIL, ATPlite viability luminescence; inhibition (viability loss, TRAIL sensitization), % at 10 µM; AID 624354; 1% of 360,000 active;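 active = compounds causing at least 50% loss of cell viability in the single-dose screen, relative to plate controls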
* marks the source's active call; other numbers are inactive results; nt = not tested or not shown. An excerpt, so the mix of outcomes need not match the whole.

SMILES	NR2F2 inh	CF NFkB inh	KKLEB tox	LRH-1 inv ag	TWEAK-Fn14 inh	NCOA1 inh	SRC3 inh	Shn3 inh set2	LMP1 NFkB inh	TROY NFkB inh	C8 TRAIL sens
COc1ccc(NC(=O)C2CCN(S(C)(=O)=O)CC2)cc1Cl	3	2	0	8	0	11	8	-12	-17	-14	-12
CC/C(=C\C(=O)c1ccncc1)Nc1ccc(O)cc1	4	9	7	26	21	-14	16	38	8	-30	-2
COc1ccccc1CNC(=O)COC(=O)CCN1C(=O)C2CC=CCC2C1=O (stereo not given)	-19	-8	0	6	22	0	-8	-3	-2	7	-6
CCCCCCCCSc1nnc(CSc2nc3nc(C)cc(C)n3n2)o1	0	3	-8	-6	-1	8	-7	17	-6	16	-2
Cc1ccc([C@@H]2C[C@H]3[C@@H](CN2S(=O)(=O)c2ccc(C)cc2)C(=O)C[C@@H](c2cccc(Cl)c2)N3S(=O)(=O)c2ccc(C)cc2)cc1	6	14	11	-1	-4	11	-13	5	4	2	-9
Cc1cc(C(F)(F)F)cc(NNC(=O)NC(=O)c2ccc(Cl)cc2)n1	-3	1	10	-14	-19	9	15	-21	-4	8	6
CC(C)(C)OC(=O)N[C@@H](Cc1ccccc1)C(=O)N[C@@H](CO)[C@H](O)[C@@H]1C[C@@H]1C(=O)NC1CCCCC1	-1	2	-7	2	0	7	15	4	4	17	1
O=C(c1cccc2cccc(O)c12)N1CCCCC1	-6	-15	10	5	-4	-5	-4	-4	2	-2	-18
Cc1cc(-c2cccc([N+](=O)[O-])c2)nc2ccc3ccccc3c12	7	39	-30	-11	-34	-1	10	-62	-12	-31	5
COC(=O)[C@@H](NC(=O)Nc1ccc(OC(F)(F)F)cc1)C(C)C	-3	2	-1	12	-18	-26	20	-7	2	15	7
FC(F)(F)c1ccc(Sc2n[nH]c(C(F)(F)F)n2)nc1	-18	6	4	15	4	5	22	1	3	17	-8
Cc1ccc(C(=O)O/N=C\c2ccc(N3CCOCC3)c([N+](=O)[O-])c2)cc1	3	-10	-2	10	-23	-11	7	9	-1	13	-1
COc1ccc(C(C(=O)NCCC(C)C)N(CCO)C(=O)c2snc(C(N)=O)c2N)cc1OC (stereo not given)	3	-4	-4	-21	-7	14	-9	-7	6	-7	-25
Cc1ccc(S(=O)(=O)NNc2nnc(C)c(=O)[nH]2)cc1	13	5	2	-9	6	9	0	-13	-5	6	-1
O=C(CCSCc1ccccc1Cl)NCc1ccco1	2	17	7	11	24	-17	24	7	4	-1	-7
NC(=O)CC(NC(=O)c1ccccc1)c1ccc(N2CCN(c3ccccn3)CC2)c([N+](=O)[O-])c1 (stereo not given)	-1	19	-8	11	-7	-2	15	16	5	-9	5
COc1cc(C(C(=O)NC2CCCC2)N(C(=O)c2snc(C(N)=O)c2N)c2ccccc2)cc(OC)c1OC (stereo not given)	16	-3	1	6	2	-31	11	4	5	3	-1
Cc1nc(-c2cc(-c3nc(-c4ccc(C(C)(C)C)cc4)no3)no2)cs1	-1	8	-10	4	-3	-14	8	-14	-4	19	-20
O=C(CCN1CCCC1)Nc1ccccc1	-1	0	0	-3	-6	0	14	-7	-10	8	-15
O=C(O)c1ccc(Cl)c(S(=O)(=O)NC(Cc2ccccc2)C(=O)O)c1 (stereo not given)	-2	0	-1	21	-1	11	12	-2	2	2	-2

Two entries from above, reformatted:
compound,NR2F2 inh,CF NFkB inh,KKLEB tox,LRH-1 inv ag,TWEAK-Fn14 inh,NCOA1 inh,SRC3 inh,Shn3 inh set2,LMP1 NFkB inh,TROY NFkB inh,C8 TRAIL sens
COc1ccc(C(C(=O)NCCC(C)C)N(CCO)C(=O)c2snc(C(N)=O)c2N)cc1OC (stereo not given),3,-4,-4,-21,-7,14,-9,-7,6,-7,-25
Cc1ccc(S(=O)(=O)NNc2nnc(C)c(=O)[nH]2)cc1,13,5,2,-9,6,9,0,-13,-5,6,-1

Structural class, those above with fluorine (3)
SMILES	NR2F2 inh	CF NFkB inh	KKLEB tox	LRH-1 inv ag	TWEAK-Fn14 inh	NCOA1 inh	SRC3 inh	Shn3 inh set2	LMP1 NFkB inh	TROY NFkB inh	C8 TRAIL sens
Cc1cc(C(F)(F)F)cc(NNC(=O)NC(=O)c2ccc(Cl)cc2)n1	-3	1	10	-14	-19	9	15	-21	-4	8	6
COC(=O)[C@@H](NC(=O)Nc1ccc(OC(F)(F)F)cc1)C(C)C	-3	2	-1	12	-18	-26	20	-7	2	15	7
FC(F)(F)c1ccc(Sc2n[nH]c(C(F)(F)F)n2)nc1	-18	6	4	15	4	5	22	1	3	17	-8

(list continues)
SMILES	NR2F2 inh	CF NFkB inh	KKLEB tox	LRH-1 inv ag	TWEAK-Fn14 inh	NCOA1 inh	SRC3 inh	Shn3 inh set2	LMP1 NFkB inh	TROY NFkB inh	C8 TRAIL sens
C/C=C1\COC(C(=O)NCCN2CCCC2)(C(F)(F)F)C=C1C=C1CCCCC1 (stereo not given)	17	27	-24	5	-7	8	-9	18	-6	-13	18
CCCNC(=O)N(C)C[C@H]1Oc2cc(Br)ccc2S(=O)(=O)N([C@@H](C)CO)C[C@@H]1C	5	-14	7	7	1	7	-5	-9	2	-7	5
CCC/C(O)=C1\C(=O)CCCC1=NC(C)C(=O)O (stereo not given)	5	6	3	10	1	-1	12	-34	5	-2	1
COc1ccccc1N1CCN(Cc2cc(=O)c(OCC(=O)NC(C)C)co2)CC1	19	12	0	-1	-7	-32	-10	-8	1	3	-21
COc1ccc(NC(=S)NC(NC(=O)c2ccc(Cl)cc2Cl)C(Cl)(Cl)Cl)c([N+](=O)[O-])c1 (stereo not given)	-12	50	-26	-8	15	-5	-15	3	-4	4	-7
Cc1cc2c([nH]c3ccccc32)c(C)n1	9	-30	-7	-2	-1	8	9	7	2	13	-3
O=C(NCC(=O)N(c1cccnc1)C(C(=O)NC1CCCCC1)c1cccnc1)c1ccco1 (stereo not given)	2	7	-4	5	1	-6	2	-8	1	-4	3
COc1ccc(CC(=O)Oc2ccccc2[N+](=O)[O-])cc1	13	-14	4	14	7	-16	-8	-7	-18	9	-7
CCN(CC)c1ccc(/C=N/NC(=O)OC)c(O)c1	-42	-9	-2	-46	-19	-34	-34	-41	-8	-1	10
CCn1c(=O)c(C(=O)NNC(=O)Cc2ccccc2)c(O)c2ccccc21	2	-12	-8	-6	-3	5	-16	-8	0	-2	-5
CC(C)NC(=O)/C=C/C(=O)O	11	-4	7	-2	0	-3	13	4	2	3	-4
O=C(NCc1ccc2c(c1)OCO2)C1CC(c2ccccc2O)=NO1 (stereo not given)	5	2	-1	-11	-1	-6	-1	8	7	-6	-8
COc1ccc(C(=O)N(C)C2CCCN(Cc3ccccc3F)C2)cc1OC (stereo not given)	27	-7	7	-13	-17	5	-21	2	6	9	-1
CCc1nc(OCCN(CC)CC)c2oc3ccccc3c2n1	2	4	-13	-31	-8	-16	-25	-39	1	-29	12
CCCN(CC(=O)Nc1ccccc1C)C(=O)c1ccc(S(=O)(=O)N2CCCCC2)cc1	6	-8	1	11	-14	7	11	-10	1	10	3
O=C(CSc1nc(-c2ccccc2)nc2ccc(F)cc12)Nc1ccc(C(=O)O)cc1	-2	-6	12	4	23	9	2	7	4	8	-1
O=S(=O)(O)c1nnc2sc3ccccc3n12	-1	7	6	17	0	-9	2	3	3	-6	-9
CC1CCc2nc(NC(=O)CN3CCN(Cc4ccc5c(c4)OCO5)CC3)sc2C1 (stereo not given)	8	10	-8	-3	20	-31	-3	35	11	8	-4
CC(C)c1nnc(NC(=O)CCS(=O)(=O)c2ccccc2)s1	8	-7	5	8	-6	-2	9	-6	7	4	3
CC1CCCN(C(=O)CSc2nnc(-c3c[nH]c4ccccc34)o2)C1 (stereo not given)	5	-4	-1	-8	-13	1	-7	6	-7	-32	-3
COc1ccc(NC(=O)COC(=O)CCCc2c[nH]c3ccccc23)cc1	14	16	-4	-1	-14	-5	15	-8	-9	3	2
CC(=O)Nc1ccc(Nc2c([N+](=O)[O-])cc(S(C)(=O)=O)cc2[N+](=O)[O-])cc1	-14	-9	1	4	1	7	9	-45	-3	4	5
COc1ccc(C=C2CCC3C(CCCC34OCCO4)C2=O)cc1 (stereo not given)	-2	-16	1	4	6	3	-8	-2	10	-11	-4
CS(=O)(=O)c1ccc(Cl)c(NC(=O)C2CCCCN2S(=O)(=O)c2ccccc2)c1 (stereo not given)	0	15	-8	6	-8	0	15	-1	0	15	8
NS(=O)(=O)c1cc(C(=O)NCC2CCCCC2)ccc1Cl	-18	9	-7	-4	-8	-1	-1	-2	-1	5	6
O=C(NCC(c1ccco1)N1CCc2ccccc2C1)c1c(F)cccc1F (stereo not given)	-8	1	6	-32	-9	-4	-15	-3	1	15	-2
COc1cc(NC(=O)CSc2nc3[nH]ncc3c(=O)n2-c2ccc(Cl)cc2)cc(OC)c1	2	12	-6	8	3	-6	10	12	6	30	-12
Cn1cc(Cc2ccc(C(=O)N3CCOCC3)cn2)c2ccccc21	-6	21	-11	-15	7	-1	-5	3	nt	-5	-19
CCN(CC)c1ncnc2c1ncn2Cc1c(Cl)cccc1Cl	10	12	-11	-17	3	13	15	14	17	15	0
CC(=O)N/N=C/c1cc(C(C)(C)C)cc(/C=N/NC(C)=O)c1O	16	29	23	12	32	8	20	-9	0	21	0
CC(=O)Nc1ccc(S(=O)(=O)Nc2ccc(NC(=O)c3ccco3)cc2)cc1	-19	-13	-8	2	1	4	18	-4	-4	-16	-15
CCCOc1cccc(-c2nc3ccccc3c(=O)o2)c1	-53	9	4	-112	-29	-79	-68	-70	-7	-18	15
